NCOA2 inhibitor: inhibition of GAL4-SRC2 driven luciferase reporter, primary screen, SRC2 inhibitor project, cell-based, luminescence. Nuclear receptor coactivator 2 (Homo sapiens), Q15596. HEK293 GAL4-SRC2 luciferase reporter. inhibition, % at 9 µM. hit rate 0.17% among 370,000. AID 651957, 2012;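 active = inhibition above the mean inhibition of all tested compounds plus 3 SD, set per campaign, cut at about 52% in these data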;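 also: 0% = DMSO treated cells and 100% = cells given Gossypol at 36 µM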
NCOA3 inh: SRC3 coactivator transcriptional activity inhibitors, primary screen, cell-based, luminescence | Nuclear receptor coactivator 3 (Homo sapiens), Q9Y6Q9 | HEK293 GAL4-SRC3 luciferase reporter | inhibition, % at 3.6 µM | hit rate 0.17% among 360,000 | AID 588352, 2011;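 active = inhibition above a per-campaign cutoff, the mean of all compounds plus 3 SD, cut at about 60% in these data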;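 also: 0% = DMSO-treated cells and 100% = gossypol-treated cells at 36 µM; higher means less SRC3-driven luciferase light from the GAL4 reporter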
Granule exo inh: LAMP-1 surface exposure blockers, TALL-104 cells – cell-based, flow cytometry, MLPCN library, primary screen; TALL-104 LAMP-1 surface exposure; cells stimulated with thapsigargin and PMA; inhibition, % at 10 µM; hit rate 0.66% among 360,000; AID 651702, 2012;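 active = inhibition above about 55%, limit read from the data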
COUP-TFII inh: NR2F2 transcriptional activity inhibitors, primary screen, cell-based, luciferase reporter, HEK293T, luminescence | COUP transcription factor 2 (Homo sapiens), P24468 | AID 686940, 2013 | hit rate 0.7% among 370,000 | HEK293T NGFI-A luciferase reporter | inhibition, % at 8.6 µM;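 active = inhibition above a per-plate cutoff, mean inhibition of test wells between control levels plus 3 SD, cut at about 38% in these data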;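 also: cells cotransfected with COUP-TFII expression vector driving the NGFI-A reporter; 0% = median of COUP-TF2 test wells and 100% = reporter-only cells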
NCOA1 inh: SRC1 coactivator transcriptional activity inhibitors, primary screen, cell-based, luminescence | inhibition, % at 3.6 µM | hit rate 0.12% among 360,000 | HEK293 GAL4-SRC1 luciferase reporter | Nuclear receptor coactivator 1 (Homo sapiens), Q15788;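 active = inhibition above the campaign mean plus 3 SD, with each screening campaign given its own cutoff, cut at about 60% in these data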;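 also: 0% = DMSO treated cells and 100% = gossypol at 36 µM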
TWEAK Fn14 block: inhibitors of TWEAK-Fn14 signaling, primary screen, luciferase reporter cells, uHTS | inhibition, % at 10 µM | TWEAK-stimulated Fn14 reporter cells, luciferase luminescence, 8 h | AID 1159606, 2016 | hit rate 2% among 360,000; in the data active = inhibition above about 50%
TLR9-MyD88 block: inhibitors of TLR9-MyD88 association in cells, primary screen, cell-based, CHO, BLA complementation, fluorescence; CCF4 FRET ratio; inhibition, % at 4.98 µM; hit rate 0.21% among 340,000;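 active = inhibition above the mean over all tested compounds plus 3 SD, cut at about 21% in these data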;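 also: 0% = DMSO only wells and 100% = clavulanate BLA inhibitor control wells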
Target sequence (Q99836 whole entry, looked up): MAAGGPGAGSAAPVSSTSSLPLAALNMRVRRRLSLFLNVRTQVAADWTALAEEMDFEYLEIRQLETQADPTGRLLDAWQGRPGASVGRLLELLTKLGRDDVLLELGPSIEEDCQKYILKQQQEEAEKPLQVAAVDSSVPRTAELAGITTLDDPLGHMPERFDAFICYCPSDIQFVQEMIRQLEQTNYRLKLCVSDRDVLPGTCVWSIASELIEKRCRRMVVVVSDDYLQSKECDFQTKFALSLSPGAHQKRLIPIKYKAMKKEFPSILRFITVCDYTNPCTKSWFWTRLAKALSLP
Target sequence (Q9NR96 whole entry, looked up): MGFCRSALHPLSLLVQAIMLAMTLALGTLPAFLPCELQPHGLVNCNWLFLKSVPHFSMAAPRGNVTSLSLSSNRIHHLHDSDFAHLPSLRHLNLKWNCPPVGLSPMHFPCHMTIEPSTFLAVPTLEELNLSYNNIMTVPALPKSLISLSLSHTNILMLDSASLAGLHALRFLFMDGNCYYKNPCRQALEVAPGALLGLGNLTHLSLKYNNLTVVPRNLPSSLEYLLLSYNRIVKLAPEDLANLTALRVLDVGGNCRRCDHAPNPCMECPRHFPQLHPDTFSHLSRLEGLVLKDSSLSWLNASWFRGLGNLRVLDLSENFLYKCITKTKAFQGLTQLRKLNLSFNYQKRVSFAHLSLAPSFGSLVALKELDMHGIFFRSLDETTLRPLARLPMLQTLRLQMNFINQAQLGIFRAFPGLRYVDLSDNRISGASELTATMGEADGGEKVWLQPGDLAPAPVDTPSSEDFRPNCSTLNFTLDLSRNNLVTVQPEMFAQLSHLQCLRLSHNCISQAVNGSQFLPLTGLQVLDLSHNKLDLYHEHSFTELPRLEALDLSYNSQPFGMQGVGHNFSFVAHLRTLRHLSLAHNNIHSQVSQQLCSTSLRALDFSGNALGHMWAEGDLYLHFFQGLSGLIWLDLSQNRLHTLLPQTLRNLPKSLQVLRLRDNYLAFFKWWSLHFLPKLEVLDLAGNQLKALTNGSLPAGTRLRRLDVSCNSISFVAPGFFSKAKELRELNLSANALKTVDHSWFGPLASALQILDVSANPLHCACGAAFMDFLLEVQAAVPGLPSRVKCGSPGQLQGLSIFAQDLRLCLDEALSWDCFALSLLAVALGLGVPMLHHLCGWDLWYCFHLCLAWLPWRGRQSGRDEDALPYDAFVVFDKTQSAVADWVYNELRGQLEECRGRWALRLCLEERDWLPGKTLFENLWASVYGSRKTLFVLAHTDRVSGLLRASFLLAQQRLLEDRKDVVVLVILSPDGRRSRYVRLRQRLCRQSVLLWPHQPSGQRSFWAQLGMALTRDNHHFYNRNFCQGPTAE
TROY signal inh: inhibitors of TROY-driven NF-kB signaling, primary screen, Q293 LMP1-TROYcd cells, NF-kB luciferase, uHTS. Q293 LMP1-TROYcd NF-kB luciferase reporter, 4 h. inhibition, % at 10 µM. hit rate 0.98% among 360,000. AID 1347056, 2019;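 active = compounds whose plate-normalised and pattern-corrected inhibition of the luciferase reporter signal at the single screening dose is 50% or more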
NOD2 RIPK2 PPI: NOD2-RIPK2 binding disruptors in cells, primary screen, fluorescence, CHO cells, BLA complementation. Receptor-interacting serine/threonine-protein kinase 2 (Homo sapiens), O43353. inhibition, % at 4.98 µM. hit rate 0.38% among 360,000. CCF4 ratio. AID 624267, 2012; in the data active = inhibition above about 21%;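 also: 0% = vehicle only and 100% = reference blocker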
ABHD5-PLIN5 inh: ABHD5-PLIN5 interaction inhibitors, primary screen, cell lysate, split luciferase complementation, luminescence | Perilipin-5 (Homo sapiens) + 1-acylglycerol-3-phosphate O-acyltransferase ABHD5 (Homo … | Split G. princeps luciferase complementation, 4 h | inhibition, % at 4 µM | hit rate 0.78% among 360,000 | AID 602281, 2012;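 active = inhibition above the mean inhibition across every tested compound plus 3 SD, cut at about 22% in these data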;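 also: 0% = DMSO only wells and the 100% control is not disclosed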
LRH-1 inv ag: LRH-1 (NR5A2) inverse agonists, primary screen, cell-based, luminescence, HEK293T, StAR-luciferase reporter; inhibition, % at 3.6 µM; AID 602396, 2012; hit rate 0.13% among 360,000; LRH-1 transfected, 24 h;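 active = inhibition above the mean inhibition of all tested compounds plus 3 SD, cut at about 73% in these data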;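 also: 0% = DMSO wells and 100% = reporter-only cells lacking LRH-1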
* hit, by the source's call; . = no result given.

SMILES | NCOA2 inhibitor | NCOA3 inh | Granule exo inh | COUP-TFII inh | NCOA1 inh | TWEAK Fn14 block | TLR9-MyD88 block | TROY signal inh | NOD2 RIPK2 PPI | ABHD5-PLIN5 inh | LRH-1 inv ag
Cc1ccc(-c2nnc(SCC(C)C)n2C)cc1 | -31 | -47 | 1 | -13 | -57 | -11 | 6 | -11 | -5 | -5 | -115
O=C(COC(=O)CNS(=O)(=O)c1ccc(Br)cc1Cl)NC1CCCC1 | 14 | -27 | -3 | -15 | 4 | -13 | 1 | 3 | -8 | 3 | 1
O=C(NCCc1ccccc1)C(=O)NCC1OCCN1S(=O)(=O)c1cccs1 (stereo not given) | -9 | -13 | -3 | -8 | -3 | 6 | 0 | -23 | 1 | 0 | -13
C/C(=N\NC(=O)c1csc(C)c1C)c1ccc(C)s1 | -46 | -33 | -3 | -17 | -47 | -26 | 2 | -63 | -7 | 2 | -72
CCSC1=NCCN1S(=O)(=O)c1ccccc1 | 0 | 11 | 2 | -29 | 7 | -6 | -3 | 21 | -10 | -2 | 25
O=C(Oc1ccc2c(-c3ccccc3)cc(=O)oc2c1)c1cccs1 | 10 | 15 | -1 | 7 | 17 | 22 | 1 | -12 | 7 | -3 | 23
O=C(O)c1cccc(NS(=O)(=O)c2cccc3cccnc23)c1 | -8 | -3 | 5 | 15 | 4 | -26 | 13 | -6 | -1 | 0 | -14
Cc1ccc(CN=C(Nc2ccccc2)NC2CCCCC2)cc1 | -13 | -4 | 28 | -6 | 2 | -13 | 2 | 6 | -3 | 1 | 5
COc1ccc(-n2c(Cc3cc(=O)[nH]c(=O)[nH]3)nnc2SCC(=O)Nc2cc(C(F)(F)F)ccc2Cl)cc1 | -4 | 14 | -4 | 3 | -6 | -15 | 3 | -2 | 1 | 3 | -1
COCCN(C(=O)CSc1ccc2c(c1)OCCO2)c1c(N)n(CC(C)C)c(=O)[nH]c1=O | 2 | -1 | 3 | 27 | 1 | 1 | -14 | -6 | -6 | -7 | 2
CCc1cc2c(N3CCN(c4ccccc4)CC3)ncnc2s1 | 28 | 25 | 17 | 34 | 9 | 61* | 1 | 20 | 2 | -1 | 4
O=C(NCCc1csc(-c2ccccc2)n1)c1ccccc1F | -6 | 10 | -2 | 0 | 6 | -21 | 12 | -6 | -6 | 0 | 11
CC(C)Cc1nc(SCC(=O)N2CC(C)OC(C)C2)c2c(=O)n(C)c(=O)n(C)c2n1 (stereo not given) | 7 | 7 | -5 | 11 | -31 | -10 | -2 | -11 | 1 | 2 | -11
COc1ccc(C2=NNC(=O)CC2)cc1 | -16 | -4 | 2 | -18 | -6 | 15 | 8 | -5 | -1 | 4 | 4
O=C(COc1ccc(Cl)cc1)N1CCN(c2cccc(C(F)(F)F)c2)CC1 | -17 | 22 | 59* | 9 | -5 | 4 | 3 | 10 | 0 | -10 | -6
O=C(Nc1sc2c(c1C(=O)O)CCC2)c1ccc(F)cc1 | -64 | 7 | -2 | 23 | 9 | 32 | 5 | 1 | 3 | 2 | -26
COc1ccc2nc(NC(=O)Nc3ccccc3OC)sc2c1 | -96 | -90 | 18 | -44 | -88 | 27 | 0 | 29 | -6 | 10 | -118
Cc1ccc2c(c1C)C(=O)C(=O)N2 | 31 | -24 | 0 | 4 | 5 | -3 | -14 | 6 | -14 | 4 | 6
CC1(C)C2CCC(C2)C1(C)NC(=O)CN1CCN(Cc2ccccc2)CC1 (stereo not given) | -15 | 1 | -10 | -7 | 12 | 0 | 5 | -10 | -1 | 1 | -18
O=C(COc1cc2oc(=O)c3c(c2cc1Cl)CCCC3)NCc1cccnc1 | 21 | -1 | -2 | 10 | 11 | -24 | -7 | -4 | 2 | 4 | -3
Cc1ccc(C)c(N2CCN(C(=O)CCNS(=O)(=O)c3ccc4c(c3)oc(=O)n4C)CC2)c1 | 27 | 31 | 9 | 9 | 9 | 8 | 5 | -13 | 0 | -1 | 5
CCC1=C(OC(=O)N(CC)CC)N2C(=O)OC(=NCC(=O)OC)[C@]2(C)[C@H]2C1=CC[C@H]1C(=O)N(C)C(=O)[C@H]12 | -11 | 4 | -1 | 6 | -5 | 9 | 0 | 1 | 3 | -7 | 17
C=CCOc1c(CNc2nccs2)cccc1OCC | 1 | -27 | 0 | -13 | 14 | 13 | 1 | -1 | -5 | -9 | -29
CCOC(=O)C1=CN(Cc2cccc(F)c2)S(=O)(=O)N(C)C1c1ccc2ccccc2c1 (stereo not given) | -1 | -10 | 1 | 9 | -14 | 15 | -3 | 1 | -5 | -9 | -26
COc1ccc(/C=N/NC(=O)CO/N=C(\C)c2cccs2)cc1 | -31 | -12 | -2 | -5 | -8 | 5 | 7 | -29 | 4 | 5 | 9
O=C(NCCc1ccc(C(F)(F)F)cc1)C1CCC(=O)N(CCCN2CCCC2=O)C1 (stereo not given) | -22 | -1 | -23 | -4 | 12 | 2 | 4 | 0 | 9 | 2 | -2
CCCOC(=O)c1[nH]c2c(c1C)C(=O)CC(c1cccs1)C2 (stereo not given) | 11 | -5 | -2 | -53 | 15 | -9 | 4 | 3 | 10 | 2 | 16
CCOc1cccc(NC(=O)/C(C#N)=C\c2cn(CC(=O)O)c3ccccc23)c1 | -8 | -9 | -5 | -25 | -15 | 7 | -1 | 2 | -6 | -6 | 3
O=C(NN(c1ccccc1)c1ccccc1)c1ccccc1F | -5 | 1 | 11 | -19 | 14 | -3 | 4 | -12 | 14 | 2 | 18
COCCNc1nnc(SCC(=O)NC(=O)c2ccccc2)s1 | -12 | -11 | -4 | 1 | -4 | -11 | -2 | -6 | 1 | 3 | 1
CC(=O)Nc1cccc(NC(=O)CSc2nnc(NC(=O)C3CC3)s2)c1 | -9 | 11 | -4 | 16 | 1 | -11 | -7 | -3 | -11 | 0 | 2
Cc1ccc(CNC(=O)CSc2ccsc2[N+](=O)[O-])cc1 | -31 | -46 | 5 | -27 | -40 | -3 | 0 | -16 | 8 | 19 | -84
Fc1c(F)c(-n2nnc3ccccc32)c(F)c(F)c1Cl | 4 | -6 | 13 | -13 | -6 | -5 | -5 | 9 | -4 | -12 | 4
COc1ccc(Cc2nnc(-c3cccc(C)c3)o2)cc1OC | . | -11 | -9 | . | -16 | -38 | 5 | -16 | -1 | 2 | -2
O=c1c2cc(N3CCOCC3)ccc2[nH]c(=S)n1Cc1ccc(Cl)cc1 | -30 | -28 | 3 | 3 | -25 | -62 | -4 | -47 | -1 | -6 | -26
Cc1ccc(N2C(N)=NC(N)=NC2(C)C)c(C)c1 | -3 | 16 | 1 | 7 | -10 | -4 | -5 | 7 | -4 | -4 | 8
NC(CSCc1ccccc1Cl)C(=O)O (stereo not given) | 21 | 20 | 10 | 4 | -3 | 12 | -2 | -40 | 1 | 3 | 5
CC(C)(O)c1[nH]c2cc(F)ccc2c1C(C)(C)O | -18 | -3 | 0 | 8 | 10 | -8 | -7 | -15 | 1 | 0 | 22
CC(Sc1ccccc1)C(=O)NN=C1CCCCCCC1 (stereo not given) | 18 | 4 | 0 | 20 | 1 | 13 | 1 | -11 | -6 | -5 | 14
COc1ccc(CN(C)C(=O)C2CCN(C(=O)Nc3ccccc3)CC2)cc1 | -7 | 5 | -4 | -16 | -4 | 6 | -8 | 7 | 3 | 1 | 7
O=C(COc1ccc(Cl)cc1)OCC(=O)N1CCCC1 | -33 | 3 | -2 | 3 | -6 | 1 | -12 | 17 | -2 | 1 | 9
COC(=O)C(Cc1ccccc1)N1CCS(=O)(=O)CC1 (stereo not given) | 4 | 5 | -3 | -7 | -5 | 5 | -7 | 2 | 0 | 0 | 9
CCCCOC(=O)C1=C(C)NC(=O)NC1c1ccccc1 (stereo not given) | 6 | -5 | -12 | 8 | -7 | 0 | -5 | -22 | 0 | 1 | 2
C[C@H]1COC(=O)[C@@H](Cc2ccc(F)cc2)C/C=C\C[C@@H](CC(=O)N[C@@H](CO)Cc2ccccc2)C(=O)N1 | -1 | 12 | -1 | 9 | -28 | -4 | 7 | -1 | -6 | -3 | 1
COc1ccc2oc(=O)c(/C(N)=N/NC(=O)c3ccncc3)cc2c1 | 0 | -5 | -6 | 6 | 10 | 4 | -6 | 16 | 10 | -3 | 0
CCCc1cc(=O)[nH]c(SCC(=O)N2CCN(S(=O)(=O)c3ccc(Cl)cc3)CC2)n1 | 10 | 11 | 2 | 3 | 1 | -17 | -8 | -4 | -12 | -1 | 6
O=C(COC(=O)c1ccc(Br)o1)Nc1ncc(Cl)cc1Cl | -24 | -8 | 2 | 17 | -19 | -7 | -7 | 3 | -3 | 2 | 0
C=CCc1c(C)c(C#N)c2nc3ccccc3n2c1N1CCCCC1 | -3 | 5 | 4 | 8 | -4 | -24 | 1 | 2 | -10 | 7 | 13
COc1ccc(-c2noc(N3CCC(C(=O)NCCCN4CC(C)CC(C)C4)CC3)n2)cc1 (stereo not given) | 5 | -8 | 5 | -26 | 8 | 3 | 8 | -6 | -9 | -5 | -29
Cc1ccc2nccc(C(=O)N3CCCC(Nc4ccc(C)c(C)c4)C3)c2c1 (stereo not given) | 24 | 5 | 17 | 9 | -2 | 5 | -1 | 21 | 12 | 0 | 3

Further entries
SMILES | NCOA2 inhibitor | NCOA3 inh | Granule exo inh | COUP-TFII inh | NCOA1 inh | TWEAK Fn14 block | TLR9-MyD88 block | TROY signal inh | NOD2 RIPK2 PPI | ABHD5-PLIN5 inh | LRH-1 inv ag
Cc1ccc(CNC(=O)c2csc3c2CCCCC3)cc1 | 16 | -5 | 1 | 7 | 8 | 5 | -2 | -14 | 5 | 0 | 3
CCc1nnc(NC(=O)c2cc(S(=O)(=O)N3CCCCC3)ccc2N2CCOCC2)s1 | 11 | 16 | 4 | 3 | -9 | 2 | -6 | -5 | -5 | 0 | -10
CCOc1ccc2nc(SCCNS(=O)(=O)c3ccccc3)sc2c1 | -4 | 9 | 0 | 4 | 6 | 55* | 0 | 20 | 12 | -7 | -4
S=C(NCc1ccco1)N/N=C/c1ccncc1 | 7 | 0 | 6 | 9 | -18 | -7 | -3 | -28 | 8 | 3 | 7
O=[N+]([O-])c1ccc(Oc2cnc3ccccc3n2)cc1 | 10 | 17 | 2 | 7 | -22 | 16 | 6 | -19 | 0 | 3 | -15

Part of the list above, showing only NCOA1 inh and NCOA3 inh.
SMILES,NCOA1 inh,NCOA3 inh
Cc1ccc(CN=C(Nc2ccccc2)NC2CCCCC2)cc1,2,-4
COc1ccc(-n2c(Cc3cc(=O)[nH]c(=O)[nH]3)nnc2SCC(=O)Nc2cc(C(F)(F)F)ccc2Cl)cc1,-6,14

The list is partial; rates above refer to the full screens.
